Assay outcomes from PubChem.
MDM2 E3 inh – MDM2-luciferase reporter signal enhancers, primary screen, MDM2 E3 ligase inhibitor project, cell-based, luminescence, 1536-well; E3 ubiquitin-protein ligase Mdm2 (Homo sapiens), Q00987; cell-based MDM2 ubiquitination luciferase reporter, 2 h; 0 = plate control, 100 = twice control, blank-subtracted; signal enhancement, % at 5 µM; actives 0.11% (n = 210,000); AID 1230, 2008;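 active = signal enhancement of 30% or more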;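 note: luminescence tracks abundance of the self-degrading MDM2-luciferase fusion protein; higher signal means inhibition of MDM2 E3 ligase activity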
Target sequence (Q00987 whole entry, looked up, the tested form may be a part): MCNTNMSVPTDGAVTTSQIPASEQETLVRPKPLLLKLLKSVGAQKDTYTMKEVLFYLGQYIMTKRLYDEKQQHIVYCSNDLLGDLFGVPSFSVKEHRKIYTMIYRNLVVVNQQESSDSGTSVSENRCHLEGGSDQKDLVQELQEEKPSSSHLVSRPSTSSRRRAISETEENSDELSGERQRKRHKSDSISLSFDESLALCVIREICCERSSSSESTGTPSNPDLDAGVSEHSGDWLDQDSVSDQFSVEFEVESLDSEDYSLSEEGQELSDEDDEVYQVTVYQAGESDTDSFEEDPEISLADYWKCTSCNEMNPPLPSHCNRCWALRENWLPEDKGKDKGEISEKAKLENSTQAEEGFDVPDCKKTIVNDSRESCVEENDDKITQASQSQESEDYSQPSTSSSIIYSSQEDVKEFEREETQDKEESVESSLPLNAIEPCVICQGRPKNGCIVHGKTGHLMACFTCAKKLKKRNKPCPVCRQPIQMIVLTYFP
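Buffer or medium: Cells held in DMEM | Assay system: Stable mammalian line carrying autodegrading MDM2–luciferase fusion reporter | Quantity: 2000 cells/well | Times: 4 h settle plus 2 h compound, 37 °C | Doses: One concentration, 5 µM, with 0.2% DMSO | Technique: Luminescence with SteadyLite reagent, 15 min at room temperature | Benchmarks: Plate controls and plate blanks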
Runt-SMMHC FRET – inhibitors of RUNX1 Runt–CBFb-SMMHC binding, primary screen, biochemical, FRET, Cerulean-Runt, Venus-CBFb-SMMHC, uHTS. Runt-related transcription factor 1 (Homo sapiens) + Core-binding factor subunit beta …. Cerulean-Runt/Venus-CBFb-SMMHC FRET ratio 530/480, 1 h. actives 0.74% (n = 220,000). AID 1434, 2008. inhibition, % at 20 µM;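 active = mean inhibition across duplicate retests at 20 µM reaching about 50%, limit read from the data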;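 note: 0% = DMSO wells and 100% = wells with excess untagged CBFb-SMMHC; inhibitors lower the FRET ratio by blocking Runt binding to CBFb-SMMHC; some results filed as inactive read as strong as hits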
NPY-Y2 PAM-ag – NPY-Y2 potentiators or agonists, primary screen, cell-based; Neuropeptide Y receptor type 2 (Homo sapiens), P49146; cells expressing NPY-Y2, potentiator/agonist read-out; activation, % at 3.6 µM; actives 0.45% (n = 220,000); in the data active = activation above about 27%;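 note: cells stimulated with NPY near EC25 plus isoproterenol at EC100; 0% = vehicle plus submaximal agonist and 100% = vehicle plus saturating agonist; some results beyond the cut were filed as inactive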
NPY Y1 blocker – NPY-Y1 receptor antagonists, primary screen, cell-based | Neuropeptide Y receptor type 1 (Homo sapiens), P25929 | HEK293-CNG Y1 cells, membrane potential fluorescence; NPY at EC95, then isoproterenol | inhibition, % at 3.6 µM | actives 1% (n = 200,000) | AID 1040, 2008;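 active = inhibition above the campaign mean inhibition of all tested compounds plus 3 SD, cut at about 20% in these data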;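 note: 0% = DMSO wells given NPY plus isoproterenol and 100% = isoproterenol alone without NPY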
Target sequence (P25929 whole entry, looked up): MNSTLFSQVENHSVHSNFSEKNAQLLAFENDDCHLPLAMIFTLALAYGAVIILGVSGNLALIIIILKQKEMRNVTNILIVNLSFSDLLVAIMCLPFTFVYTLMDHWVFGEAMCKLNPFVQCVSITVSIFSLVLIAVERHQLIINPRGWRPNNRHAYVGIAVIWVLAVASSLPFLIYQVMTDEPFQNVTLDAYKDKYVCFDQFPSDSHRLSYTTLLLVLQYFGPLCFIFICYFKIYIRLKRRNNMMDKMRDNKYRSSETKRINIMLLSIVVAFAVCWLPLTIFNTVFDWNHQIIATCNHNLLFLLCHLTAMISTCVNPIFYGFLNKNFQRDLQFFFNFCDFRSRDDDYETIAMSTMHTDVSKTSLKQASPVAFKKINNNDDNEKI
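Material: HEK293 cells with Y1 receptor plus CNG channel; times: compound incubation 1 h at room temperature, readout 45 min post-stimulation; signal: fluorescence, membrane potential probe; read-out basis: fluorescence ratio normalized to % inhibition between controls; benchmarks: full-block control isoproterenol-only wells, zero-block control NPY plus isoproterenol wells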
p97 ATPase inh – inhibitors of human p97 ATPase, primary screen, biochemical; Transitional endoplasmic reticulum ATPase (Homo sapiens), P55072; actives 0.42% (n = 220,000); inhibition, % at 8 µM; AID 1481, 2009; recombinant p97 ATPase, Kinase-Glo ATP luminescence, 3 h; in the data active = inhibition above about 15%;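 note: 0% = DMSO vehicle and 100% = wells lacking enzyme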
NPY-Y1 PAM-ag – NPY-Y1 receptor potentiators or agonists, primary screen, cell-based | NPY-Y1 expressing cells, potentiator/agonist activation | AID 1304, 2008 | Neuropeptide Y receptor type 1 (Homo sapiens), P25929 | actives 0.37% (n = 220,000) | activation, % at 3.6 µM; in the data active = activation above about 33%, passing the limit was not always enough;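 note: cells stimulated with NPY at EC10 then isoproterenol at EC100; 0% = low agonist plus stimulus and 100% = saturating agonist plus stimulus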
Runt-CBFb FRET – inhibitors of RUNX1 Runt–CBFb binding, primary screen, biochemical, FRET, Cerulean-Runt, Venus-CBFb, uHTS | actives 0.46% (n = 220,000) | Runt-related transcription factor 1 (Homo sapiens) + Core-binding factor subunit beta … | Cerulean-Runt/Venus-CBFb FRET ratio 530/480, 1 h | inhibition, % at 20 µM;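 active = inhibition over about 50% at 20 µM in the single-dose screen, limit read from the data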;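 note: 0% = DMSO wells and 100% = excess unlabeled CBFb competitor control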
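test system = Cerulean-tagged RUNX1 Runt domain (FRET donor) fusion protein | reagent = Venus-CBFb binding partner, 100 nM | incubation = protein complex preformed 1 h, compound exposure 1 h, room temperature, dark | detection = FRET fluorescence | read-out basis = loss of energy transfer signal | controls = 5 µM unlabeled CBFb as full-inhibition high control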
RBBP9 inhibitor – human RBBP9 inhibitors, primary screen, biochemical, fluorescence polarization, FP-Rh probe, HTS | Serine hydrolase RBBP9 (Homo sapiens), O75884 | recombinant RBBP9 | inhibition, % at 7.94 µM | actives 0.2% (n = 220,000) | AID 1515, 2009;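 active = inhibition above the campaign mean of all tested compounds plus 3 SD, cut at about 14% in these data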;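 note: plate controls were DMSO wells with RBBP9 for no effect and wells lacking RBBP9 protein for full effect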
Target sequence (O75884 whole entry, looked up): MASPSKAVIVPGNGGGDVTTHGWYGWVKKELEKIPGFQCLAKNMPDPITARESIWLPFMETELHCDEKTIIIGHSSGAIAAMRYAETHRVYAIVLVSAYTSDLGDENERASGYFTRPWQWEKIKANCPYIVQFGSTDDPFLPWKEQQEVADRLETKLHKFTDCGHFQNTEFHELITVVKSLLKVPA
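Measured by – fluorescence polarization · Test system – RBBP9 protein · Input – 2.5 µM RBBP9 dispensing solution, before mixing · Measure – percent inhibition from mP, scaled between DMSO and no-protein wells · Benchmarks – DMSO-treated enzyme wells and wells lacking RBBP9 · Times – preincubation 30 min plus labeling 45 min at 25 °C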
Hck Nef HTS – inhibitors of Nef-activated human Hck kinase, primary screen, biochemical, Z-Lyte FRET, 384-well, Hck-YEEI | Recombinant Hck-YEEI plus Nef, Z-Lyte FRET kinase assay | AID 463187, 2010 | actives 0.68% (n = 220,000) | Tyrosine-protein kinase HCK (Homo sapiens), P08631 | inhibition, % at 20 µM;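 active = Hck-Nef kinase inhibition above about 50%, limit read from the data; inactive = inhibition below that limit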;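 note: 0% = DMSO with Hck plus Nef and 100% = Hck alone without Nef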
Active calls of the source: *; · = no result given; & = joins results of further samples; ! = a repeat was not active. Not a hit list, and some 3.5% of all compounds hit somewhere here.

The opening three compounds as a preview:
SMILES	MDM2 E3 inh	Runt-SMMHC FRET	NPY-Y2 PAM-ag	NPY Y1 blocker	p97 ATPase inh	NPY-Y1 PAM-ag	Runt-CBFb FRET	RBBP9 inhibitor	Hck Nef HTS
CCS(=O)(=O)c1ccc(N=Nc2ccc(O)c3ncccc23)c(OC)c1	-5	14	-4	2	4	-2	-4	-3	12
CCN(CC(=O)Nc1ccc([N+](=O)[O-])cc1OC)CC(=O)NC(C)(C)C	-12	-6	3	-2	-5	6	0	-8	-2
COc1ccc(-c2nnc(SCc3nnc(-c4ccc(Cl)cc4)o3)n2-c2ccccc2)cc1	-22	-4	-5	6	0	-2	0	-4	0

All compounds of this part, previewed entries included:
SMILES	MDM2 E3 inh	Runt-SMMHC FRET	NPY-Y2 PAM-ag	NPY Y1 blocker	p97 ATPase inh	NPY-Y1 PAM-ag	Runt-CBFb FRET	RBBP9 inhibitor	Hck Nef HTS
CCS(=O)(=O)c1ccc(N=Nc2ccc(O)c3ncccc23)c(OC)c1	-5	14	-4	2	4	-2	-4	-3	12
CCN(CC(=O)Nc1ccc([N+](=O)[O-])cc1OC)CC(=O)NC(C)(C)C	-12	-6	3	-2	-5	6	0	-8	-2
COc1ccc(-c2nnc(SCc3nnc(-c4ccc(Cl)cc4)o3)n2-c2ccccc2)cc1	-22	-4	-5	6	0	-2	0	-4	0
CC(=O)NC1(C(F)(F)F)C(=O)Nc2c1c(=O)[nH]c(=O)n2CCc1ccccc1 (stereo unspecified)	-4	3	6	·	2	10	8	-6	15
O=C(CSc1ncn[nH]1)NCCOc1ccccc1	6	1	-18	12	9	17	-2	-3	2
COC(=O)c1ccc[n+](CC(=O)c2ccc(Br)cc2)c1	-3	-4	-15	-1	-1	-10	-3	-13	1
CCOC(=O)C1C(c2ccc3c(c2)OCO3)NC(=O)NC1(O)C(F)(F)F (stereo unspecified)	-16	-5	3	3	2	-13	1	12	-9
CCC(=O)OCc1c(C(F)(F)F)nn(C)c1Sc1ccc(F)cc1	-15	-3	-2	10	-2	-3	-3	-2	0
COC(CNC(=O)Cc1c(C)nc2c(-c3ccccc3)c(C)nn2c1C)OC	-12	4	4	-2	-4	3	0	-16	-23
C=CCN(C(=O)CCC(=O)O)C1CC(=O)N(c2ccc(OC)cc2)C1=O (stereo unspecified)	-4	-4	-10	-3	-7	-22	0	-13	1
Cc1nn(CC(O)c2ccccc2)c(C)c1Br (stereo unspecified)	-14	1	10	2	0	-6	3	-10	-17
O=C1OCCC1Sc1nc2cc(Cl)ccc2n1Cc1ccccc1 (stereo unspecified)	10	-2	8	-3	0	-3	8	-7	-2
CC(C)NC(=S)Nc1ccc2[nH]c(=O)[nH]c2c1	-3	-6	7	1	-1	9	9	-3	23
Cc1ccc(N/N=C/c2cccnc2)cc1	8	3	13	-1	4	33	-2	-7	3
CC1=Nc2nc(N3CCCCC3)c(C#N)c3c4c(nc(c23)N1)N(c1ccc(C(C)C)cc1)C(=O)C4	-4	-6	11	-4	9	0	-9	-1	7
c1ccc(CCCNc2ncnc3nc[nH]c23)cc1	-24	-9	0	-3	8	18	1	-3	4
Cc1cc(C)c(S(=O)(=O)Nc2cc(SCC(=O)O)c(O)c3ccccc23)cc1C	-13	2	4	-4	7	-34	28	16*	30
CCOC(=O)CNC(=O)C1(c2ccccc2)CCCC1	-10	-3	10	1	1	17	1	-2	3
Cc1ccc(N/N=C/c2ccc3c(c2)OCCO3)cc1Cl	7	-5	-1	0	4	-7	2	1	-1
NC(=O)c1c(NC(=S)Nc2ccccc2)sc2c1CCCC2	8	6	7	2	6	-3	30	1	2
COc1ccccc1NC(=S)Nc1ccccc1F	-2	-2	0	0	-4	15	2	-4	0
COC(=O)c1ccc(C(=O)OC)c(NC(=O)CCC(=O)O)c1	-10	20	-2	5	0	-7	5	-8	8
CC1CC(C)(C)NC(=S)N1CC(=O)N(C)Cc1ccccc1 (stereo unspecified)	-12	-1	14	0	-2	23	-1	-11	1
COc1cccc(-c2cc(C(=O)NCCCn3ccnc3)no2)c1	-7	0	6	-1	3	7	-1	1	1
CNC(=S)N1CCC(NC(=O)c2ccco2)CC1	·	0	3	·	1	2	-2	-4	7
c1ccc2[nH]c(C3CC3)nc2c1	-9	-1	-15	1	4	3	0	-1	17
Cc1c2cc(O)c(=O)cc-2oc2cc(O)c(O)cc12	-8&3	-168&-58	-3&4	-4	29*	6&-8	1&16	43*!	40&20
Cc1ccc(C2=Nc3ccccc3SC(c3cccc([N+](=O)[O-])c3)C2)cc1 (stereo unspecified)	-9	-6	-2	·	8	-25	52*	-10	4
O=C(CS(=O)c1cccc(C(F)(F)F)c1)Nc1ccccc1Cl (stereo unspecified)	1	1	-1	4	-4	9	-1	-8	9
O=C(c1sc2cc(F)ccc2c1Cl)N1CCN(c2cccc(Cl)c2)CC1	-5	2	-9	6	-4	-24	0	-10	1
CC1CCCCC1NC(=O)/C(C#N)=C/c1ccccc1F (stereo unspecified)	16	1	7	1	0	13	-2	-4	6
CCC(=O)Nc1ccc(C(=O)OCc2ccccc2Cl)cc1	-11	-4	-1	-1	1	17	0	-4	7
Cc1ccc(-n2nnc3c(=O)n(CC(=O)NCc4ccccc4)cnc32)cc1	-23	5	-10	0	0	-10	-2	-7	5
COc1ccc2c(=O)cc(-c3ccccc3)n(C)c2c1	·	1	-13	16	1	7	-3	-7	10
CCC(C)(C)n1nnnc1C(c1cccs1)N1CCN(c2nc3ccccc3s2)CC1 (stereo unspecified)	-33	-1	-19	20	-2	-28	-2	-9	0
Cc1cccnc1NC1CCCCC1	-12	1	3	-1	0	3	1	-6	21
Cc1[nH]c2ccccc2c1C(=O)NS(=O)(=O)Nc1ccc(F)cc1	3	0	15	-4	7	-2	1	-2	25
O/N=C1\CCCC\C1=C/c1ccccc1	-8	-1	-13	3	-2	-11	-2	1	1
Cc1nn(CCC#N)c2nc(C(F)(F)F)[nH]c(=O)c12	-14	-26	-6	3	5	7	1	-4	-4
CC(c1ccccc1F)n1cc(C(=O)NCc2ccncc2)nn1 (stereo unspecified)	-12	-6	-3	-4	1	3	-1	-6	-2
Cn1c(=O)[nH]c(=O)c2c1nc(Br)n2CCC(=O)c1ccccc1	-5	-4	-5	9	3	3	1	0	2
COc1cccc(-n2nnc3c(=O)n(Cc4c(F)cccc4Cl)cnc32)c1	2	-5	-1	-4	2	-1	-3	-5	0
O=C(Nc1cc(Cl)ccc1Cl)C1CC(=O)N(c2ccc(Br)cc2)C1 (stereo unspecified)	0	-1	-7	5	0	-28	2	-3	2
CC(NC(=O)c1cccc2ccccc12)c1ccc2c(c1)CCCC2 (stereo unspecified)	1	1	-7	-2	6	12	1	4	2
Cn1c(SCC(=O)NCCc2ccc(S(N)(=O)=O)cc2)nc2ccccc2c1=O	-4	2	-7	-4	3	-7	1	-1	8
COc1ccccc1C(=O)OCC(=O)Nc1ccccc1OC(F)F	·	-1	3	·	-2	-14	-1	-3	22
Cc1ccc(/C=N/N2CCN(Cc3ccc(C)cc3)CC2)cc1	-10	1	-18	·	-5	-16	2	-1	26
C/C(N)=C(/C#N)C(=O)CSc1nc2ccccc2c(=O)n1CCCO	1	4	10	1	2	3	2	-5	2
COc1ccccc1N1CCN(C(=O)C(C)N(c2ccccc2)S(C)(=O)=O)CC1 (stereo unspecified)	-6	-3	-9	1	-5	6	1	-6	-16
CN(Cc1ccsc1)C(=O)CCc1nnc(CCCc2ccccc2)o1	-1	0	-4	4	-1	-4	0	3	19
Cc1cc(NC(=O)c2ccc(-c3ccccc3F)o2)no1	-24	3	-10	-1	4	-15	1	-3	5
CNS(=O)(=O)c1ccc(C)c(S(=O)(=O)NC)c1	15	0	-2	-3	-1	0	-2	-4	5
O=C(COc1ccc(Br)cc1)Nc1ccc(-c2nnc(-c3ccco3)o2)cc1	-15	-14	-7	5	1	-4	0	-7	0
COc1ccc(C2OC(=O)CC2C(=O)NCc2ccc(F)cc2)cc1OC (stereo unspecified)	-13	-4	0	-2	0	-5	-2	6	-16
COc1ccc(OC)c(/C=N/NC(=O)Cn2ccnc2C)c1	-12	-2	-14	·	6	-8	1	-8	16
CN1c2ccccc2C(=O)NC1c1ccc(Cl)cc1 (stereo unspecified)	-3	32	3	4	5	17	12	1	17
Cc1nn(C)c(C(=O)N2CCOCC2)c1Cl	-5	-1	-22	-3	-1	-2	-2	-1	6
CC(NC(=S)N1CCN(c2ccccc2)CC1)c1ccccc1 (stereo unspecified)	·	1	7	·	1	27	-2	-3	23
COC(=O)Nc1nc2c(C)cccc2s1	-7	5	12	0	3	25	0	-4	2
Cc1c(C(=O)N(C)C)sc(NC(=O)c2cc([N+](=O)[O-])cc([N+](=O)[O-])c2)c1C#N	-3	-4	-12	2	2	3	-1	3	6
Cn1nnnc1SCC(=O)N1CCN(C(c2ccccc2)c2ccccc2)CC1	-6	5	-6	-3	-4	-8	-3	-2	-5
CCOc1cc(C(=O)Nc2ccc3c(c2)OCO3)ccc1OC(F)F	-1	3	9	4	7	12	-2	-1	6
